D1 antag – blocks dopamine activation of the human D1 receptor; activity change, negative = inhibition, % at 10 µM; 360,000 compounds, 3.2% hits; HEK293 TREx D1 cells, calcium flux, dopamine EC80; active compounds read low; AID 504652; P21728; in the data active means activity change below about -30%; further: on the % scale 0 is the no-effect control and ±100 the full control effect
Target sequence (P21728 whole entry, looked up): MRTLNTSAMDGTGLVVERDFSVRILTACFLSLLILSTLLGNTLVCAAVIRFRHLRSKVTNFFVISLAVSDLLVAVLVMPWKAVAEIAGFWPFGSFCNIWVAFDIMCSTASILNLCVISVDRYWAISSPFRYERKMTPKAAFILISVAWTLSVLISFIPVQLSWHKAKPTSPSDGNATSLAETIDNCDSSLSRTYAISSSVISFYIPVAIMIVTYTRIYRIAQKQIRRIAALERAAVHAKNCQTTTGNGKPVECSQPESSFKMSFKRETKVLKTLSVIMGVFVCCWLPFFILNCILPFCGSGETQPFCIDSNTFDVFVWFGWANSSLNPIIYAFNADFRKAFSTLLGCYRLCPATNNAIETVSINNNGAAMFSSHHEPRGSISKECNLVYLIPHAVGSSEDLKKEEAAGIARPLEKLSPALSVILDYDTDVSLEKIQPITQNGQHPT
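Inducible Hek293 Trex D1 cells (tetracycline, overnight, 30 C). Calcium dye 30–90 min RT. Antagonist mode: EC80 dopamine added after 180 s compound read.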
RXFP1 antag – RXFP1 (human) relaxin receptor antagonism; Q9HBX9; HEK293-RXFP1, relaxin-stimulated cAMP HTRF, 30 min; active compounds read low; activity change, negative = inhibition, % at 57.5 µM; 350,000 compounds, 0.59% hits;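 active means activity change of -60% or lower, but not beyond a set lower limit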; further: on the % scale 0 is the no-effect control and ±100 the full control effect
D2 potentiator – positive allosteric modulators of human D2 dopamine receptor | P14416 | 340,000 compounds, 0.34% hits | HEK293 T-REx D2, calcium flux, EC20 dopamine potentiation | potentiation, % at 10 µM | AID 485347;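 active means potentiation over 3 SD above the plate norm, cut at about 30% in these data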; further: 0% is about no effect
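Calcium flux readout, no-wash dye, 1 read/s. Inducible HEK293 Trex D2 line, overnight 30 C. Compound alone 180 s (agonist flags), then EC20 dopamine, another 180 s to score potentiation.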
TRHR ag – agonists of human TRH receptor | P34981 | TRHR cells, calcium flux fluo-8, FDSS agonist mode | activation, % at 2 µM | 360,000 compounds, 0.18% hits; further: 0% is about no effect
Target sequence (P34981 whole entry, looked up): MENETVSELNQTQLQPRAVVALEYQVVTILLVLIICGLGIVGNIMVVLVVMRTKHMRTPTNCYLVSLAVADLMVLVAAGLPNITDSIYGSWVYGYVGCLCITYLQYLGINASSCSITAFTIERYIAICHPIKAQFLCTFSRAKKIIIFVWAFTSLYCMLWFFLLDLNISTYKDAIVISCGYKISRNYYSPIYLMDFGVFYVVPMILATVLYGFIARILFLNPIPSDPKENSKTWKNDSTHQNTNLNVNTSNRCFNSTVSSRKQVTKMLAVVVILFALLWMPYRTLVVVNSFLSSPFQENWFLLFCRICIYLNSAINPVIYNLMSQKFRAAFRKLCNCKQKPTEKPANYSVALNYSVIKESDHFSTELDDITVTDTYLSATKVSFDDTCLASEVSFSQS
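Read-out: compound-evoked intracellular calcium rise in TRHR cells, fluo-8 dye, kinetic FDSS fluorescence at 1 s/cycle following a 10-cycle baseline. Cells cultured overnight before dye loading (30 min–1.5 h, RT).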
D1 agonist – human D1 receptor agonism; P21728; HEK293 T-REx D1 cells, calcium flux, agonist mode; activation, % at 2 µM; 360,000 compounds, 1% hits; further: 0% is about no effect
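Tetracycline-induced HEK293 TREx D1 cells, force-coupled to calcium signalling, were dye-loaded with a no-wash calcium kit. Compound was pin-added after a 10 s baseline. Fluorescence was read kinetically at 1 cycle/s for 180 s, with calcium rises flagged as agonism.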
D2 antag – D2 dopamine receptor (human) antagonism; P14416; HEK293 TREx D2 cells, calcium flux, dopamine EC80; inhibition, % at 10 µM; 340,000 compounds, 2% hits; in the data active means inhibition above about 30%; further: 0% is about no effect
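Calcium mobilization kinetics were recorded at 1 s intervals in tetracycline-induced HEK293 T-REx D2 cells, first for 180 s after compound addition and then 180 s after EC80 dopamine.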
D2 ag – agonists of human D2 dopamine receptor; 340,000 compounds, 0.53% hits; P14416; HEK293 T-REx D2 cells, calcium flux agonist mode; AID 485358; activation, % at 2 µM;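 active means activation over 3 SD above normal in the single-dose calcium agonist read, cut at about 30% in these data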; further: 0% is about no effect
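Calcium-flux readout, 1 cycle/sec over 180 s following compound pin transfer, in inducible HEK293 Trex D2 cells (force-coupled); dopamine controls included. Positive calcium responses during this window marked compounds as potential agonists.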
TRHR enhancer – allosteric enhancers of human TRH receptor | P34981 | TRHR cells, fluo-8 calcium fluorescence, EC20 TRH enhancement | enhancement, % at 2 µM | 360,000 compounds, 0.66% hits | AID 493056; in the data active means enhancement above about 30%; further: 0% is about no effect
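TRHR-expressing cells loaded with fluo-8 calcium dye were read kinetically (ex 480/em 530) during compound addition, then stimulated with an EC20 of TRH (10 nM final). Enhancement of the Gq-mediated intracellular calcium response was scored.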
D1 potentiator – enhances dopamine response at the human D1 receptor; P21728; HEK293 TREx D1 cells, calcium flux, dopamine EC20 potentiation; potentiation, % at 10 µM; 360,000 compounds, 0.036% hits; AID 504651; in the data active means potentiation above about 30%; further: 0% is about no effect
* hit, by the source's call; nt = not tested or not shown. Unless noted, no stated cut-off is given here; in the data, active means activation above about 30%; inactive means the rest.

SMILES | D1 antag | RXFP1 antag | D2 potentiator | TRHR ag | D1 agonist | D2 antag | D2 ag | TRHR enhancer | D1 potentiator
Cc1ccc(N(Cc2ccc(C(=O)NCCSc3ccccn3)cc2)S(C)(=O)=O)cc1C | -21 | 9 | -2 | 0.0 | 12 | 7 | 0.8 | 0 | -2
O=c1[nH]c(-[n+]2ccccc2)c(/C=N/NC([S-])=Nc2ccccc2)s1 | -3 | -9 | 6 | 56* | 174* | 15 | 30* | 3 | -1
COC(=O)CCC(=O)Nc1ccc(S(=O)(=O)N2CCc3ccccc32)cc1 | 1 | -3 | 8 | 1.0 | 7 | 18 | -0.7 | -1 | -6
COc1ccc(NC(=O)CN(C)C(=O)c2cn(-c3ccccc3)nc2-c2cccs2)cc1 | -7 | 9 | 2 | 0.3 | 3 | 3 | -1.0 | 2 | -2
CCN(CC)S(=O)(=O)c1ccc(S(=O)(=O)N2CCN(CCC#N)CC2)cc1 | 0 | nt | 16 | -0.4 | 2 | -4 | -1.1 | -1 | 13
O=C(c1ccccc1)N(C1=NCCCCS1)c1ccccc1 | 0 | -1 | 8 | -1.0 | 5 | -21 | -0.1 | -1 | 1
COc1nc(Nc2cccc(F)c2)nc(OC)n1 | 4 | 6 | 4 | -0.5 | 2 | -2 | -1.7 | -6 | 10
COc1ccc(C(=O)NNC(=O)c2ccc(S(=O)(=O)N3CC(C)OC(C)C3)cc2)cc1 (stereo not drawn) | -2 | -2 | -2 | 0.1 | 2 | 12 | -0.3 | -12 | 7
COc1ccc(-c2cc(C(F)(F)F)n3nc(C(=O)Nc4ccccc4SC)cc3n2)cc1OC | -11 | nt | -5 | -0.8 | 3 | nt | -0.9 | -11 | -7
O=C(Nc1ccc(Cl)cc1)C1CCCN(S(=O)(=O)c2cnc[nH]2)C1 (stereo not drawn) | -11 | nt | -2 | 0.0 | 1 | 1 | 1.1 | -3 | nt
Cc1ccc(C2(c3noc(CN(C)Cc4cnn(C)c4)n3)CCCC2)cc1 | -4 | -10 | 2 | 0.3 | 3 | -1 | 3.2 | 2 | 1
Nc1nnc(SCc2cn3cc(Cl)ccc3n2)s1 | 1 | -3 | -10 | -0.1 | 3 | 7 | 1.4 | 2 | -6
O=C(O)CNC(=O)C(c1ccccc1)c1ccccc1 | -7 | -6 | 6 | -1.3 | 1 | 1 | -2.2 | 9 | 5
Cn1c(=O)n(CCO)c(=O)c2c1nc(Br)n2Cc1ccccc1 | 11 | 0 | 4 | 0.4 | 2 | -14 | 1.2 | -3 | 5
CSc1ccccc1OCc1cc(C(=O)N2CCCC(C)C2)no1 (stereo not drawn) | -18 | -5 | -7 | -1.5 | 5 | 1 | -1.5 | -9 | -8

TRHR ag: what is marked active above.
structure	D1 antag	RXFP1 antag	D2 potentiator	TRHR ag	D1 agonist	D2 antag	TRHR enhancer	D1 potentiator
O=c1[nH]c(-[n+]2ccccc2)c(/C=N/NC([S-])=Nc2ccccc2)s1	-3	-9	6	56*	174*	15	3	-1

3 records picked at random from the list so far, as already listed:
SMILES | D1 antag | RXFP1 antag | D2 potentiator | TRHR ag | D1 agonist | D2 antag | D2 ag | TRHR enhancer | D1 potentiator
O=C(c1ccccc1)N(C1=NCCCCS1)c1ccccc1 | 0 | -1 | 8 | -1.0 | 5 | -21 | -0.1 | -1 | 1
O=C(O)CNC(=O)C(c1ccccc1)c1ccccc1 | -7 | -6 | 6 | -1.3 | 1 | 1 | -2.2 | 9 | 5
CSc1ccccc1OCc1cc(C(=O)N2CCCC(C)C2)no1 (stereo not drawn) | -18 | -5 | -7 | -1.5 | 5 | 1 | -1.5 | -9 | -8

Other results:
SMILES | D1 antag | RXFP1 antag | D2 potentiator | TRHR ag | D1 agonist | D2 antag | D2 ag | TRHR enhancer | D1 potentiator
Cc1ccc(CNC(=O)C2CCC(CNS(=O)(=O)c3ccc(C)cc3)CC2)cc1 (stereo not drawn) | 0 | -4 | 5 | -0.6 | 5 | nt | 1.3 | 0 | 0
CCN(CC)c1ccc(NC(=S)NC(=O)Cc2ccccc2)cc1 | -8 | -4 | -21 | 0.1 | 4 | 77* | 73* | 3 | -2
Cc1cc(C)c(C(=O)COC(=O)CCNS(=O)(=O)c2c(Cl)cccc2Cl)cc1C | -7 | nt | -7 | 0.9 | 11 | 4 | 1.4 | -2 | -6
COC(=O)C1SCC2C(=O)N(Cc3ccc(Cl)cc3)CC(=O)N21 (stereo not drawn) | 1 | -18 | 1 | 0.4 | 0 | 2 | 0.8 | 3 | -1
Cc1ccc2nc(-c3ccc(NC(=O)COC(=O)c4ccco4)cc3)sc2c1 | 1 | -3 | 13 | 0.3 | 3 | 3 | -0.1 | -2 | -4
COc1cccc(-c2ccc(SCC(=O)c3ccccc3)nn2)c1 | 3 | -15 | -2 | -0.8 | 6 | 1 | 0.3 | -1 | 0
O=C(Nc1ccccc1Cl)c1cc2c(-c3ccccc3)nn(-c3ccccc3)c2s1 | 7 | nt | -5 | -0.7 | 3 | nt | 0.3 | 3 | -5
CCOc1ccccc1NC(=O)CN1C(=O)C2(SCC(=O)N2c2ccc(C)cc2)c2ccccc21 (stereo not drawn) | -11 | nt | 4 | 1.0 | 0 | nt | -0.4 | -13 | -5
Cc1cc(C)c(-c2cc(C(=O)Nc3cc(C)ccc3C)[nH]n2)c(O)c1 | -23 | -21 | 8 | 0.0 | 4 | -2 | 1.4 | 33* | 0
COc1ccc(OC)c(Nc2nc(N)c([N+](=O)[O-])c(N3CCOCC3)n2)c1 | -2 | 13 | nt | -0.9 | 3 | nt | nt | 10 | -8
CN(C)S(=O)(=O)N1CCC(Oc2cccc(C(=O)NC3CCOC3)c2)CC1 (stereo not drawn) | 1 | -2 | 6 | -0.2 | 4 | 3 | 0.5 | -2 | -2
Cc1cc(C(=O)N2CCN(c3ncccn3)CC2)c(C)o1 | 3 | 34 | 4 | 0.5 | 1 | 8 | 0.2 | 3 | 1
Cc1ccc(NC(=O)c2ccccn2)cc1S(=O)(=O)N1CCOCC1 | 11 | -5 | 0 | -0.5 | -1 | -4 | 1.1 | -6 | -3
CC(Cl)C(=O)c1c(N)n(C)c(=O)n(C)c1=O (stereo not drawn) | 2 | 15 | -14 | 0.5 | -3 | -17 | 0.8 | 5 | 0
Cc1cc2cc(CNC(=O)Cc3ccc([N+](=O)[O-])cc3)ccc2[nH]1 | -11 | 3 | 5 | -0.1 | 5 | 20 | -0.3 | 4 | -7

3 compounds already listed, arranged by the value under RXFP1 antag, lowest first.
| mol | RXFP1 antag |
| --- | --- |
| CCN(CC)c1ccc(NC(=S)NC(=O)Cc2ccccc2)cc1 | -4 |
| Cc1ccc2nc(-c3ccc(NC(=O)COC(=O)c4ccco4)cc3)sc2c1 | -3 |
| Cc1cc(C(=O)N2CCN(c3ncccn3)CC2)c(C)o1 | 34 |

Further entries follow.
SMILES | D1 antag | RXFP1 antag | D2 potentiator | TRHR ag | D1 agonist | D2 antag | D2 ag | TRHR enhancer | D1 potentiator
Cc1oc(-c2ccc(Cl)cc2)nc1Cn1c(=O)cc(-c2ccccc2)c2c(C)nn(C)c21 | -2 | -4 | nt | 1.0 | 4 | nt | 0.0 | 5 | -6
O=C(C1CCC(=O)N(C2CC2)C1)N(CCO)Cc1ccccc1 (stereo not drawn) | -17 | -4 | -7 | 0.7 | 1 | -10 | -0.4 | -10 | 1
O=C1c2ccccc2-c2cccc(C(=O)N3CCCCCC3)c21 | 16 | 0 | 2 | -0.6 | -1 | 8 | -0.9 | 9 | 4
Cc1ccc(S(=O)(=O)c2c(COC(=O)c3ccccc3Cl)c(-c3ccccc3)nn2C)cc1 | 3 | -22 | -7 | 1.2 | 7 | -15 | -0.6 | -1 | -3
Cc1cccc(COc2ccc(/C=N/NC(=O)c3nnn(-c4nonc4N)c3COc3ccc(F)cc3)cc2)c1 | -3 | -5 | -6 | 0.4 | 4 | -2 | 0.0 | 0 | 0
CCC(=O)N1CCC2(CC1)Oc1ccc(F)cc1C(=O)C21CC(c2cccnc2)=NO1 (stereo not drawn) | 9 | nt | 15 | -0.3 | 6 | -15 | 0.1 | 24 | -4
CC1CCN(C(=O)c2ccc(NC(=O)CC3SC(N4CCCC4)=NC3=O)cc2)CC1 (stereo not drawn) | -12 | -17 | -6 | 1.4 | 3 | -23 | 1.8 | 4 | -1
Cc1ccc(S(=O)(=O)c2c(C)cc(C)nc2Oc2cccc(C)c2C)cc1 | 4 | -13 | -5 | -0.5 | 3 | -8 | 0.0 | -2 | -4
CCOC(=O)C1=NOC2COC3(CCN(c4ncccn4)CC3)OCC12 (stereo not drawn) | -6 | 0 | 5 | 1.7 | 5 | 9 | 1.6 | -1 | 1
CCOc1ccc(C(c2c(NC(=O)c3ccccc3)sc(C)c2C)N2CCN(C)CC2)cc1 (stereo not drawn) | 28 | -4 | 11 | 0.7 | 3 | 7 | 1.7 | 0 | -6
CCc1nc(OCCN(C)C)c2oc3ccccc3c2n1 | 25 | 3 | 18 | -0.5 | 0 | 7 | 0.2 | 9 | 2
Cc1ccc(N=Cc2c(O)n(-c3cc(Cl)ccc3N3CCOCC3)c(=O)c3ccccc23)cc1C | 2 | -7 | 3 | 0.9 | 7 | 1 | 1.7 | 4 | -4
CN(C)C=NC(=O)c1cc(C(=O)c2ccccc2)c[nH]1 | 3 | -5 | 0 | 0.5 | 1 | 33* | 0.0 | 6 | -4
COc1ccc(/C=C/C(=O)c2ccc3c4c(cccc24)CC3)cc1 | -19 | -1 | -4 | 2.2 | 12 | -9 | 1.2 | -2 | 0
COC(=O)c1ccc(C2SCC(=O)N2Cc2ccccc2)cc1 (stereo not drawn) | -24 | 6 | -12 | -1.0 | 4 | 15 | -1.6 | -13 | -5
Cn1c(-c2ccc(F)cc2)cnc1NCc1ccc(F)cc1F | -10 | 13 | -3 | -0.4 | 7 | 12 | -1.4 | -1 | -12

Structural class: those above containing two or more sulfur atoms
SMILES | D1 antag | RXFP1 antag | D2 potentiator | TRHR ag | D1 agonist | D2 antag | D2 ag | TRHR enhancer | D1 potentiator
Cc1ccc(N(Cc2ccc(C(=O)NCCSc3ccccn3)cc2)S(C)(=O)=O)cc1C | -21 | 9 | -2 | 0.0 | 12 | 7 | 0.8 | 0 | -2
O=c1[nH]c(-[n+]2ccccc2)c(/C=N/NC([S-])=Nc2ccccc2)s1 | -3 | -9 | 6 | 56* | 174* | 15 | 30* | 3 | -1
CCN(CC)S(=O)(=O)c1ccc(S(=O)(=O)N2CCN(CCC#N)CC2)cc1 | 0 | nt | 16 | -0.4 | 2 | -4 | -1.1 | -1 | 13
Nc1nnc(SCc2cn3cc(Cl)ccc3n2)s1 | 1 | -3 | -10 | -0.1 | 3 | 7 | 1.4 | 2 | -6

From PubChem BioAssay
